# Assay outcomes (PubChem BioAssay)
# Fh CTSL1 inh = Fasciola hepatica cathepsin L1 inhibitors, primary screen, counter-screen for PFM18AAP inhibitor project, biochemical, QFRET, fluorogenic peptide substrate; AID 1906, 2009; 0.49% of 300,000 active; inhibition, % at 5.96 µM; recombinant F. hepatica cathepsin L1, Z-Leu-Arg-MCA fluorescence;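 active means inhibition above the mean of all tested compounds plus 3 SD, set per screening campaign, cut at about 17% in these data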;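 further: 0% = plate median of test compound wells and 100% = 1 µM Z-Phe-Ala-diazomethylketone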
# GASC-1 inh = inhibitors of GASC-1 histone demethylase, primary screen, biochemical, fluorescence, DELFIA europium; Lysine-specific demethylase 4C (Homo sapiens), Q9H3R0; GST-JMJD2C(1-420) H3K9me3 demethylation; inhibition, % at 2.35 µM; 0.069% of 330,000 active; AID 2099, 2009;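 active means more than half of a compound's replicate wells show inhibition beyond 50%, single wells judged on their own value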;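 further: signal counts dimethyl H3K9 product captured on neutravidin plate; 0% = median of DMSO wells and 100% = 0.3 times that DMSO median; strong numbers were not always called active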
# Target sequence (Q9H3R0 1-420 limits assumed): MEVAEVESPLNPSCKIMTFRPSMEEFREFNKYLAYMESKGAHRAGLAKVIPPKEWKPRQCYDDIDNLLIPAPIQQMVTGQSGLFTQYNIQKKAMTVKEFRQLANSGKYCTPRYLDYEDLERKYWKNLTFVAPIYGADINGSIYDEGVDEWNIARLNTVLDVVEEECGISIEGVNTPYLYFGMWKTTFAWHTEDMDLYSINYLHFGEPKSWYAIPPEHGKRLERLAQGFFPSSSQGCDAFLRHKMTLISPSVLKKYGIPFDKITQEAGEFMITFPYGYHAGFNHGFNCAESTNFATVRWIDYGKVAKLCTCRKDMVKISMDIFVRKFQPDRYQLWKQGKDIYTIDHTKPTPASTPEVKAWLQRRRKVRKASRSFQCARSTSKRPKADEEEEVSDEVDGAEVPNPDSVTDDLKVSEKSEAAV
# PP1 inh = PP1-alpha phosphatase inhibitors, primary screen, counter-screen for PP5 inhibitor project, biochemical, fluorescence, OMFP substrate, single point; Serine/threonine-protein phosphatase PP1-alpha catalytic subunit (Homo sapiens), P62136; 0.9% of 320,000 active; inhibition, % at 6.7 µM; purified PP1alpha;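 active means inhibition above the mean inhibition of all tested compounds plus 3 SD, computed separately for each screening campaign, cut at about 15% in these data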
# Target sequence (P62136 whole entry, looked up): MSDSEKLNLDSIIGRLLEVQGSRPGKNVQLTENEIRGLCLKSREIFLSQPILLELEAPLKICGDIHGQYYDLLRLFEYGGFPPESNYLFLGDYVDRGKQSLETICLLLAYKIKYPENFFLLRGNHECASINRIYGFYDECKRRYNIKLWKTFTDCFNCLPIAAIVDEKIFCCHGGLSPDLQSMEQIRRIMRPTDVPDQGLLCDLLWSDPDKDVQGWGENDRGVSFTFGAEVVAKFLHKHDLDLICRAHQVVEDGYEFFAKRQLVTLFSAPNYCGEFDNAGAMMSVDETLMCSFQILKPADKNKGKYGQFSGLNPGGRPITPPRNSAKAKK
# PP5 inh = PP5 phosphatase inhibitors, primary screen, biochemical, fluorescence | Serine/threonine-protein phosphatase 5 (Homo sapiens), P53041 | purified PP5c, OMFP substrate fluorescence | inhibition, % at 6.7 µM | 0.18% of 320,000 active;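 active means inhibition above the campaign's mean inhibition across all tested compounds plus 3 SD, cut at about 9.5% in these data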;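 further: 0% = DMSO only and 100% = 100 µM cantharidin control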
# core dimer inh = inhibitors of HCV core protein dimerization, primary screen, biochemical, TR-FRET, high-throughput. AID 1899, 2009. inhibition, % at 5 µM. TR-FRET GST/Flag-core106 dimerization, 1536-well. 0.33% of 300,000 active;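 active means inhibition above the mean of all tested compounds plus 3 SD, set per screening campaign, cut at about 45% in these data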
#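 test system = GST/Flag-tagged HCV core106 proteins | probe or stimulus = Eu donor and XL665 acceptor anti-tag antibodies | times = compound-protein-antibody incubation 4 h at 22.5 °C | signal = TR-FRET, excitation 340 nm, emission 617 and 671 nm | measure = percent inhibition of core106 dimerization signal | controls = wells lacking GST-core106 and wells with excess unlabelled core106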
# proCasp3 act = activators of human procaspase-3 D3A mutant, primary screen, biochemical, absorbance, PC-3 D3A mutant, single concentration | Caspase-3 (Homo sapiens), P42574 | recombinant procaspase-3 D3A, Ac-DEVD-pNA absorbance 405 nm | activation, % at 8.5 µM | 0.11% of 330,000 active;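 active means activation above the mean of all tested compounds plus 3 SD, cut at about 21% in these data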;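 further: 0% = DMSO alone and 100% = DMSO wells spiked with extra 5 µM PC-3 D3A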
#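 assay system = Procaspase-3 D3A mutant | signal = absorbance at 405 nm, 0 and 120 min | times = 1 h preincubation plus 2 h reaction at 25 °C | repeats = single replicate | read-out = % activation between DMSO and enzyme-spiked controls | medium = Zinc-free HEPES saline buffer with Triton X-100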
# VLA-4 inh = inhibition in human VLA-4 binding assay, primary screen, VLA-4 allosteric modulator project, MLPCN library, flow cytometry, VLA-4 expressing cells; Integrin alpha-4 (Homo sapiens), P13612; ligand binding flow cytometry; inhibition, % (about 7 µM as worked out from the volumes in the protocol); 0.2% of 330,000 active; AID 2557, 2010; in the data active means inhibition above about 50%
# proCasp7 act = procaspase-7 activators, primary screen, counter-screen for procaspase-3 activator project, biochemical, absorbance, HTS, human; activation, % at 8.5 µM; AID 463210, 2010; recombinant procaspase-7, Ac-DEVD-pNA absorbance 405 nm; D23A/D198A/D206A triple mutant, cannot self-cleave; scale: DMSO 0, 5 µM enzyme 100; 0.093% of 330,000 active;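 active means percent activation above the screen-wide mean plus 3 SD, cut at about 25% in these data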
# Target sequence (P55210 whole entry D23A/D198A/D206A): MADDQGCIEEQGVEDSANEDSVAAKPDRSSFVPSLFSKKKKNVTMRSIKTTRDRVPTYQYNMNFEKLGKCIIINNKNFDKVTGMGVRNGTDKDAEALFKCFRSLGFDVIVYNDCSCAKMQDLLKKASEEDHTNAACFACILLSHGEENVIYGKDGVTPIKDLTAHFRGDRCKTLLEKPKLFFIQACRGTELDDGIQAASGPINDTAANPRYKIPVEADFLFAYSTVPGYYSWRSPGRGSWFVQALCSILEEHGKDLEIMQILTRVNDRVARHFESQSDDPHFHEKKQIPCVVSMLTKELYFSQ
#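 Detection: p-Nitroaniline absorbance at 405 nm, read at 0 and 120 min; system: Uncleavable procaspase-7 mutant enzyme; evaluation: % activation from two-timepoint absorbance difference, scaled to controls; times: 1 h enzyme–compound preincubation and 2 h substrate reaction, both 25 °C; buffer or medium: Zinc-free HEPES pH 7.4 with 300 mM NaCl, 0.01% Triton X-100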
# GRK2 inh = compounds blocking aptamer binding on GRK2 – biochemical, human GRK2, bead flow cytometry, HTS, primary screen | Beta-adrenergic receptor kinase 1 (Homo sapiens), P25098 | FAM-aptamer displacement from GRK2 | inhibition of aptamer binding, % at 10 µM | 0.59% of 330,000 active | AID 488847, 2010;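 active means inhibition of aptamer binding above 40%, roughly 3 SD of noise, on plates passing a quality check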;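 further: median bead fluorescence of bound FAM aptamer so fluorescent compounds give negative values; no value below 0 was filed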
# Numbers without * were called inactive; nt = no result given; & = joins results of further samples.
# Results follow in this order: Fh CTSL1 inh	GASC-1 inh	PP1 inh	PP5 inh	core dimer inh	proCasp3 act	VLA-4 inh	proCasp7 act	GRK2 inh
COc1cc(Cl)c(C)cc1NC(=O)COC(=O)/C=C/c1c(C)nn(C2CCS(=O)(=O)C2)c1Cl (configuration not stated)
 : -4	28	5	2.1	11	0	-4	-3	17
O=S(=O)(c1ccccc1)N1CCN=C1SCc1cccc(Cl)c1
 : -1	6	0	3.0	0	4	3	9	4
COc1ccc(-n2c(C)cc(/C=C3/SC(=O)N(CC(=O)N4CCOCC4)C3=O)c2C)cc1
 : 1	11	0	1.0	9	-3	1	-5	4
CCCc1cc(C(=O)OCC(=O)N(CCC)c2c(N)n(Cc3ccccc3)c(=O)[nH]c2=O)sc1C
 : 8	-18	4	-1.5	4	1	-6	4	0
COc1ccc(/C=N/NS(=O)(=O)c2ccc(C)cc2)cc1OC(=O)c1ccc(C)cc1
 : -1	-3	1	6.5	32	-6	0	-4	0
O=C(NNS(=O)(=O)c1ccc(F)cc1)c1ccc2c(c1)OCO2
 : 4	-6	-15	-6.7	-21	3	-5	-12	6
CCC(CO)Oc1cc(NCc2ccc(O)cc2)c2ncn(C(C)C)c2c1 (configuration not stated)
 : nt	6	nt	nt	nt	-5	1	-5	0
CNNC(=S)NCCC1=CCCCC1
 : 1	4	0	1.5	0	6	-1	1	nt
OCCN(Cc1ccccc1)C(=S)Nc1ccc(Cl)cc1Cl
 : -2	0	-3	0.2	-5	3	0	-17	1
Cn1c(SCC(=O)NCC2CCCO2)nc2scc(-c3ccccc3)c2c1=O (configuration not stated)
 : nt	-6	-3	4.1	nt	4	2	5	0
CC(NC(=O)CCC(=O)c1ccccc1)c1ccc(F)cc1 (configuration not stated)
 : 3	-7	5	0.4	2	3	1	3	0
O=C(Cc1ccc(Br)cc1)NCCc1ccc(Cl)cc1Cl
 : -4	2	0	0.5	-3	6	12	-4	1
O=C(CSc1nnnn1-c1ccccc1)Nc1ccc(Cl)cc1
 : -3	3	1	1.1	1	27*	6	13	3
c1ccc(-c2nc(N3CCN(c4ccccc4)CC3)nc(-n3ccnc3)n2)cc1
 : 2	0	5	-0.5	9	2	3	12	0
COc1cc(NS(=O)(=O)c2c(C)[nH]c(C)c2C(=O)N2CCCC2)cc(OC)c1OC
 : -5	4	4	-1.8	-2	1	4	4	2
COc1ccc(/C=N/NC(=O)c2cc3cc(OC)c(OC)cc3[nH]2)cc1
 : 1	-11	1	2.9	-9	0	3	2	0
CCOc1ccccc1N1CCN(C(=O)c2ccc3[nH]c4c(c3c2)CCCC4)CC1
 : 3	9	-1	3.3	1	1	13	-9	16
COc1ccc(CCN(Cc2cccs2)S(=O)(=O)c2ccc(S(=O)(=O)N(C)C3CCCCC3)cc2)cc1OC
 : -2	13	1	3.0	9	-8	5	-5	0
Cc1ccc(C(=O)NC(=S)Nc2cccc(NC(=O)c3ccccc3Cl)c2)cc1[N+](=O)[O-]
 : -2	8	-2	0.0	21	-3	-8	0	3
O=C(CC(O)(c1ccccc1)C(F)(F)F)c1cccs1 (configuration not stated)
 : 4	-1	1	-0.4	3	-2	-1	7	3
Cc1ccc(CS(=O)Cc2ccc(C(=O)NCc3ccc(OC(C)C)cc3)o2)cc1 (configuration not stated)
 : -4	-6	-4	-3.5	-5	-8	5	0	6
CCOc1ccc(CN2CCN(C3CCSCC3)CC2CCO)cc1 (configuration not stated)
 : -2	4	-6	-0.2	0	-2	-2	2	0
CCCCn1c2c(c(=O)n(C)c1=O)C(CC(=O)OCC(=O)Nc1cccc(C(F)(F)F)c1)C(=O)N2 (configuration not stated)
 : 6	-25&9	1	1.8	-2	-6	5	-13	0
CC(C)OC(=O)NC(c1ccccc1)C(Cl)(Cl)Cl (configuration not stated)
 : -3	13	1	-2.5	1	-6	-7	-1	9
CC(C)OCCCN1CN(S(=O)(=O)c2ccc(Cl)cc2)c2nc3ccccc3nc21
 : 3	-1	-4	-2.4	-2	0	11	6	1
CCC(C)(C)NC(=O)Cc1ccc(Cl)cc1
 : -3	-23	-1	-1.3	1	0	6	-3	1
Cn1c(Cn2nnc(-c3ccccc3)n2)nnc1SCc1ccccc1Cl
 : 2	1	3	6.0	4	2	5	-2	1
N#Cc1c(N)nc2c(c1N)CC(COc1ccccc1)O2 (configuration not stated)
 : -1	8	-1	1.4	14	-4	0	4	1
O=C(CN1CCCCC1)Nc1ccccc1Cl
 : 0	-3	7	-1.0	2	5	18	6	0
COc1cc(NC(=O)c2cccc([N+](=O)[O-])c2)ccc1NC(=O)c1ccco1
 : 0	nt	-2	-0.1	4	4	-9	-12	0
COc1ccc(CN(C(=O)c2ccc(CN3CCOCC3)o2)C(C(=O)NCC2CCCO2)c2ccc(F)cc2)cc1 (configuration not stated)
 : -4	0	1	-1.4	10	-1	19	3	0
O=S(=O)(c1cnc(Cl)c(Br)c1)N1CCc2ccccc21
 : 3	-9	2	0.8	4	6	18	8	0
CN(C)c1ccc(N=Nc2ccccc2C(=O)OCC(=O)N2CCCCCC2)cc1
 : 3	-9	4	4.2	0	-18	0	-10	0
NC(=O)C1CCN(c2cc(Cl)ccc2[N+](=O)[O-])CC1
 : 1	3	-9	1.1	-7	-16	-1	0	10
COc1cc(NC(=O)c2ccccc2)ccc1NC(=O)Cc1ccccc1
 : 2	7	-2	-1.4	3	-5	-1	9	3
CCC(C(=O)O)N1C(=O)/C(=C/c2cccn2C)SC1=S (configuration not stated)
 : 0	4	2	3.7	-8	-14	-1	-23	9
COc1ccc(CN2C(=O)c3ccccc3C2=O)cc1C(=O)OC(C)C(=O)NC(N)=O (configuration not stated)
 : 6	4	1	1.9	-12	2	-8	13	3
CCN1C(=NCCc2ccc([N+](=O)[O-])cc2)N[C@@H](c2ccccc2)[C@H](C(=O)OC)[C@H]1C
 : nt	0	nt	nt	nt	4	14	0	0
O=C(Nc1ccc2c(c1)OCCO2)c1oc2ccccc2c1NC(=O)C1CC1
 : 0	7	0	3.7	4	6	21	7	1
Nc1nnc(SCC(=O)Nc2ccc(N3CCOCC3)c(Cl)c2)s1
 : -1	-15	1	3.1	-4	7	-2	-13	0
O=C(NCC(=O)N(c1cccc(F)c1)C(C(=O)NC1CCCC1)c1cccnc1)c1ccco1 (configuration not stated)
 : 3	5	-2	-1.3	6	4	9	-6	0
Cc1ccc(N/C(N)=N/c2nc(C(F)(F)F)cc(C(F)(F)F)n2)cc1
 : 0	3	-2	-0.9	-1	6	9	2	3
N/C(=N\NS(=O)(=O)c1ccccc1)c1ccccn1
 : -1	-3	2	4.1	-19	-10	1	-3	0
Cc1cccc(NC(=O)CSc2nc3ccccc3c(=O)n2C)c1
 : 5	-5	-6	-3.4	-3	-1	10	-4	0
CCOCCCNC(=O)c1ccc(NC(=O)C2CCCO2)cc1 (configuration not stated)
 : 3	3	-1	-0.6	-13	-12	-15	0	0
COc1ccccc1C(=O)Nc1ccnn1C1CCN(C/C=C/c2ccccc2)CC1
 : 2	11	-3	-1.2	3	-3	5	-3	20
COc1ccc(-n2nc(C(=O)NCC(=O)Nc3cc(C)ccc3OC)c3ccccc3c2=O)c(OC)c1
 : -2	-4	-8	-4.0	-3	0	-7	3	0
Cc1ccc2[nH]c(=O)c(CN(CC3CCCO3)C(=S)Nc3ccccc3)cc2c1 (configuration not stated)
 : 3	3	0	3.4	6	3	5	10	0
COc1ccccc1-c1nnc(SCC(=O)Nc2ccccc2)o1
 : 0	3	-3	-0.1	-6	-6	-7	-5	0
CC(C)(C)[C@H]1C=C(C(=O)N2CCOCC2)O[C@@H](OCc2ccc(CO)cc2)C1
 : -2	13	-1	0.2	-11	2	-9	-9	0
Cc1cccc(C(=O)N2CCCC(CCC(=O)N3CCN(c4ccccn4)CC3)C2)c1C (configuration not stated)
 : -3	6	-3	3.0	-7	0	6	-1	3
O=C(Nc1cc(S(=O)(=O)Nc2ccc(Cl)cc2)ccc1N1CCCCC1)c1ccc(F)cc1Cl
 : 0	1	10	4.0	33	-3	13	-2	0
CCOc1ccc(S(=O)(=O)NCCC(=O)N(C)Cc2cccs2)cc1
 : nt	5	-9	2.3	nt	5	18	5	0
C=CCN(CC=C)C(=O)c1ccncc1
 : 3	2	0	-1.3	-5	1	4	-1	0
CC(C)c1ccc(NC(=O)COc2ccc(S(=O)(=O)N3CCOCC3)cc2)cc1
 : 1	-12	-2	-0.9	3	-1	1	10	0
COc1ccc(C(=O)Nc2cccc3c2CCCC3)cc1
 : -2	-4	2	0.4	1	-2	5	1	0
CC(O)Cc1cn([C@@H](CCCCNC(=O)OC(C)(C)C)C(=O)N2CCN(C(=O)OC(C)(C)C)CC2)nn1 (some centres not stated)
 : -1	2	-5	0.8	-3	9	18	6	3
O=C1C(Cc2ccccc2)Nc2ncnc(N3CCCCC3)c2N1Cc1ccccc1 (configuration not stated)
 : nt	3	nt	nt	nt	-2	0	-9	1
COC(=O)NCC(c1cccnc1)N1CCN(c2ccccc2F)CC1 (configuration not stated)
 : -2	-12	0	-2.2	-12	-5	3	1	0
Cc1c(NC(=O)CN2C(=O)NC(C)(c3ccc4c(c3)OCCO4)C2=O)c(=O)n(-c2ccccc2)n1C (configuration not stated)
 : -1	8	-7	3.8	-1	-2	8	-2	1
CCCCN(Cc1ccccc1)C(=O)c1cnc2n(c1=O)CCS2
 : 7	-49	-2	-4.4	4	-4	0	-7	0
COc1ccccc1C(=O)NC(=O)COC(=O)C1CC1
 : -6	-1	-1	-0.3	1	-6	7	7	1

# Retrieved one by one from the entries so far:
# Results follow in this order: Fh CTSL1 inh	GASC-1 inh	PP1 inh	PP5 inh	core dimer inh	proCasp3 act	VLA-4 inh	proCasp7 act	GRK2 inh
Cc1ccc(N/C(N)=N/c2nc(C(F)(F)F)cc(C(F)(F)F)n2)cc1
 : 0	3	-2	-0.9	-1	6	9	2	3
COc1ccccc1-c1nnc(SCC(=O)Nc2ccccc2)o1
 : 0	3	-3	-0.1	-6	-6	-7	-5	0

# Compounds were not picked by outcome; 2.6% or so of the library scored in one or more.
